TDP1 cell CPT: growth inhibition of DT40 Tdp1-/-;hTDP1 cells with camptothecin (screen for TDP1 inhibitors); chicken DT40 Tdp1-/-;hTDP1 cells + 20 nM CPT, ATP luminescence, 48 h; 12% of 420,000 active; AID 686979; Potency, µM (highest dose often 46.2 µM), inactives show at the top dose activity change, negative = growth inhibition, usual class: inhibitors; further: nearly all actives have a fitted effect of over 55% in size
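Chicken DT40 Tdp1-/- cells complemented with human TDP1, 400 cells/well, exposed to compounds plus 20 nM camptothecin for at least 48 h at 37 C; viability read as ATP content by CellTiter-Glo luminescence.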
TDP1 block: inhibitors of human tyrosyl-DNA phosphodiesterase TDP1; recombinant TDP1, AlphaScreen DNA substrate cleavage; Potency, µM (highest dose often 130 µM), for inactives: top-dose activity change, negative = inhibition, usual class: inhibitors; 0.28% of 350,000 active; further: nearly all actives have a fitted effect of over 40% in size
Target sequence (Q9NUW8 whole entry, looked up): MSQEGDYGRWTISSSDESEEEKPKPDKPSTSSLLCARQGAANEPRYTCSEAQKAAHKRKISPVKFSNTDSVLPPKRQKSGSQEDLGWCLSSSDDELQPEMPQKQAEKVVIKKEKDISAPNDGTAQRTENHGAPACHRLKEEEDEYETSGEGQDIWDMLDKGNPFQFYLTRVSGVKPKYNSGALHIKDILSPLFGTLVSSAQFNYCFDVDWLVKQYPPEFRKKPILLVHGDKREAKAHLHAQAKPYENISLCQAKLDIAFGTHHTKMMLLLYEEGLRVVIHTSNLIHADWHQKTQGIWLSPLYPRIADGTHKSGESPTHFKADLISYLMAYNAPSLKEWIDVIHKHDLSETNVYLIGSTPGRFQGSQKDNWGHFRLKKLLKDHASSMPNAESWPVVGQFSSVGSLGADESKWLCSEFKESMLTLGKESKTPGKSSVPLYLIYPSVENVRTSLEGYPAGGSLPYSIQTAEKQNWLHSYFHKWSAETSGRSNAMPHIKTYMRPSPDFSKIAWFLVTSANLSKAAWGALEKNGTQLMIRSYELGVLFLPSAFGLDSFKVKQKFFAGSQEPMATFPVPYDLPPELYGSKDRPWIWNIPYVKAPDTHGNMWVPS
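Enzyme-compound mixtures sat 15 min at room temperature, followed by a 5 min reaction with 15 nM final substrate and 10 min with AlphaScreen beads. Recombinant human Tdp1 was used at 1 nM final.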
TDP1 cell noCPT: qHTS for Inhibitors of human tyrosyl-DNA phosphodiesterase 1 (TDP1): qHTS in cells in absence of CPT | DT40 Tdp1-/- hTDP1 cells, no CPT, ATP luminescence, 48 h | Potency, µM (top dose mostly 46.2 µM), without a hit: top-dose activity change, negative = growth inhibition, actives largely listed as inhibitors | 15% of 420,000 active; further: nearly all actives have a fitted effect of over 55% in size
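Compound effects on proliferation are scored in DT40 Tdp1-/-;hTDP1 cells in the absence of CPT. ATP levels (CellTiter-Glo luminescence) are recorded after a ≥48 hr, 37 °C incubation.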
Active calls of the source: *; ? = inconclusive; nt = not tested or not shown; & = joins results of further samples; [ ] = remark or other dose. The call rests on the fitted dose curve; in most records, active means well fitted curve in the direction sought with a large enough effect; inconclusive means small, poorly fitted or top-dose-only effect, or another doubt; inactive means no such curve, though single readings can be large; an effect the other way counts as inactive or inconclusive. On the % scale 0 is the no-effect control and ±100 the full control effect; potency means the concentration at half of the fitted maximal effect.

Molecule,TDP1 cell CPT,TDP1 block,TDP1 cell noCPT
Cc1cc2nc(C(C)(C)C)c(Cc3ccccc3C(F)(F)F)n2c(C)c1Br,?,nt,?
Nn1c(SCC(=O)N2CCN(S(=O)(=O)c3ccc(Cl)cc3)CC2)nnc1-c1cccs1,-20%,2%,-9%
CC(C)(C)SCCNC(=O)CSc1ccccc1,-28%,nt,1%
CCCCCCSc1ccc([C@H]2N[C@@](Cc3ccccc3)(C(=O)OC)[C@H]3C(=O)N(C)C(=O)[C@@H]23)cc1,?,-6%,21µM*
Cc1ccccc1-c1nc2ccccc2c(=O)o1,?,nt,16µM*
COc1ccc(C/C(N)=N/OC(=O)Cc2ccc(OC)c(OC)c2)cc1,?,2%,-25%
COCc1ccc(C(=O)NC2CCCc3c2cnn3-c2ccc(C)c(C)c2)o1 (configuration not stated),18µM*,4%[56.1 µM],?
COc1ccc(S(=O)(=O)Cc2ccc(C(=O)N3CCN(c4ccccc4)CC3)o2)cc1,-28%,4%,-26%
CCOC(=O)c1cccc(NC(=O)C2CCCN(S(=O)(=O)c3c(C)nn(C)c3C)C2)c1 (configuration not stated),21µM*,-4%,?
CCOC(=O)C1=CN(C)C=C(C(=O)OCC)C1c1ccsc1,-25%,nt,-13%

Exported with two lines to a compound: 2 of the compounds above
Values run as follows: TDP1 cell CPT, TDP1 block, TDP1 cell noCPT
CCCCCCSc1ccc([C@H]2N[C@@](Cc3ccccc3)(C(=O)OC)[C@H]3C(=O)N(C)C(=O)[C@@H]23)cc1
  ?, -6%, 21µM*
CCOC(=O)c1cccc(NC(=O)C2CCCN(S(=O)(=O)c3c(C)nn(C)c3C)C2)c1 (configuration not stated)
  21µM*, -4%, ?

Returning to the listing, starting six compounds before the break.
Molecule,TDP1 cell CPT,TDP1 block,TDP1 cell noCPT
Cc1ccccc1-c1nc2ccccc2c(=O)o1,?,nt,16µM*
COc1ccc(C/C(N)=N/OC(=O)Cc2ccc(OC)c(OC)c2)cc1,?,2%,-25%
COCc1ccc(C(=O)NC2CCCc3c2cnn3-c2ccc(C)c(C)c2)o1 (configuration not stated),18µM*,4%[56.1 µM],?
COc1ccc(S(=O)(=O)Cc2ccc(C(=O)N3CCN(c4ccccc4)CC3)o2)cc1,-28%,4%,-26%
CCOC(=O)c1cccc(NC(=O)C2CCCN(S(=O)(=O)c3c(C)nn(C)c3C)C2)c1 (configuration not stated),21µM*,-4%,?
CCOC(=O)C1=CN(C)C=C(C(=O)OCC)C1c1ccsc1,-25%,nt,-13%
CSc1ccc(Cl)c(C(=O)OCC(=O)N2CCN(C(=O)c3ccco3)CC2)c1,-14%,1%,-7%
O=C(N/N=C/c1cc(Cl)cc([N+](=O)[O-])c1O)c1cccc(S(=O)(=O)N2CCOCC2)c1,-19%,nt,?
Cc1ccc2cc(CN(CC3CCCO3)C(=O)C(C)C)c(=O)[nH]c2c1 (configuration not stated),-2%,4%[56.1 µM],-14%
COc1cc(OC)cc(-c2nc3nc(C)c(CCC(=O)Nc4ccccc4)c(C)n3n2)c1,15µM*,7%,29µM*
CCOc1ccc(N2C(=O)CC(N(CCc3ccccc3)C(=O)/C=C/C(=O)O)C2=O)cc1 (configuration not stated),24%,-1%,27%
Cn1c(=O)c2c(ncn2CC(=O)N2CCN(c3ccc(F)cc3)CC2)n(C)c1=O,?,4%,?
CCOC(=O)/C=C1\SCC(=O)N1Cc1nnc(-c2ccccc2Br)o1,3%,3%,-10%
COCCNC(=O)Cn1cnc([N+](=O)[O-])n1,5%,0%,?
COc1ccc(-c2nonc2NC(=O)c2oc3ccccc3c2C)cc1OC,-25%,-3%,-16%
Cc1ccc(C(OC(=O)c2ccco2)C(=O)NC2CCCC2)cc1 (configuration not stated),8%,9%,-23%
COc1ccc(C(=O)Nc2nc(CC(=O)NCCc3ccccc3)cs2)cc1,?,2%,?
CCOc1cc(/C=N/NS(=O)(=O)c2ccc(OC)cc2)ccc1OCCN1CCOCC1,26%,1%,-10%
CC1(C)CC(=O)C=C(C(=O)NC2CCCc3c2cnn3-c2cc(F)cc(F)c2)O1 (configuration not stated),?,3%[56.1 µM],?
NS(=O)(=O)Cc1noc2ccccc12,-21%&-3%&-7%,9%&10%,22%&3%&8%
CCN(CC)CCn1c(NC(=O)c2ccc(C(F)(F)F)cc2)nc2ccccc21,-3%,0%,?
CC(C)(C)c1cc[n+](C2=C([O-])c3ccccc3C(=O)/C2=N\S(=O)(=O)c2cccs2)cc1,2.3µM*,5%,4.6µM*
CCOC(=O)C1CCN(C(=O)C2(NC(=O)Nc3cccc(F)c3)CCCCC2)CC1,-17%,3%,-24%
COc1c(C(=O)Nc2nccs2)ccc2ccccc12,?,nt,?
COc1cc(Cl)c(CNC[C@H]2O[C@@H](n3cnc4c(=O)[nH]c(N)nc43)[C@H](O)[C@@H]2O)c(Cl)c1O,0%,nt,35%
COC(=O)C1=C(C)Nc2nnnn2C1c1ccc(Cl)cc1Cl (configuration not stated),?,5%,?
CN(C(=O)CSc1nnc(Cc2cccc3ccccc23)n1N)C1CCS(=O)(=O)C1 (configuration not stated),4%,-1%,0%
CSc1ccccc1C(=O)Nc1cc(C)cc(C)c1,?,1%,-3%
O=C(O)Cc1ccc(N=Cc2c(O)ccc3ccccc23)cc1,17%,0%,?
CC(C)(C)OC(=O)N1CCC(C(=O)Nc2cccc(C(=O)N3CCCCC3)c2)CC1,-16%,nt,-4%
COc1ccc(CNc2nc(-c3ccccc3)nc3ccccc23)cc1OC,-3%,nt,?
COc1ccc(OC)c(-c2csc(NC(=O)COC(=O)C3CC3)n2)c1,5%,3%,3%
CN1C(=O)c2ccc(NC(=O)c3c(F)c(F)c(F)c(F)c3F)cc2C1=O,-23%,1%,-21%
CCOCCn1c(SCCCc2ccccc2)nc2c1c(=O)[nH]c(=O)n2C,?,-1%,?
O=S1(=O)CC(N2CCN(CCO)CC2)CN1Cc1ccc(F)cc1 (configuration not stated),?,nt,-5%
Cc1ccc(C)c(-c2nnc(NC(=O)Cc3ccc(F)cc3)o2)c1,12µM*,3%,10µM*
CCOc1ccc(-c2cc3nc(C4CCN(C(=O)OC(C)(C)C)CC4)c(C(=O)Nc4cccc(CC)c4)cn3n2)cc1,23µM*,1%,?
CCOc1ccc(OCC(=O)NCCS(=O)(=O)N2CCN(c3ccccc3)CC2)cc1,?,nt,?
O=C(c1cc2ccc3cccnc3c2[nH]1)N1CCN(c2ccc(Cl)cc2)CC1,?,1%,?
Cc1nnc(SCC(=O)Nc2cc(-c3cc(C)c(C)cc3C)nn2-c2ccccc2)s1,21µM*,3%,12µM*
CCCCCn1cnc2c(sc3nc4c(cc32)CSC(C)(C)C4)c1=O,?,-2%,10µM*
Cc1nnc(Nc2ccccc2F)s1,7%,nt,0%
CC1CCC(O)(C(C(=O)O)c2ccccc2)CC1 (configuration not stated),1%,nt,-6%
O=[N+]([O-])c1ccccc1/C=N\Nc1nccs1,15%,nt,29%
O=C(COC(=O)C1CCN(C(=O)Nc2ccccc2)CC1)NCC(F)(F)F,0%,2%,7%
CC1(C)CC(C2N3CC4(C)CN2CC(C)(C3)C4=O)CCO1 (configuration not stated),-7%,-2%,-5%
C/C(=N\N=C\c1ccccc1F)c1nnn(-c2nonc2N)c1C,-3%,-3%,2%
COc1ccccc1CN1CCCC(C(=O)N(C)Cc2ccccc2)C1 (configuration not stated),?,1%,?
COc1cc2ccccc2cc1C(=O)Nc1ccc(Cl)c(-c2nc3ccccc3o2)c1,?,0%[12.3 µM],23µM*
